Bioassay records as filed in PubChem.
TbREL1 primary: TbREL1 inhibition, primary screen; P86926; TbREL1 RNA ligation, FRET fluorescence; inhibition, % at 9.66 µM; 0.49% of 89,000 active;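 active = inhibition above the mean inhibition across all screened compounds plus 3 SD, cut at about 11% in these data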;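 note: 0% = plate median of test wells and 100% = NSC42067 control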
Target sequence (P86926 whole entry, looked up): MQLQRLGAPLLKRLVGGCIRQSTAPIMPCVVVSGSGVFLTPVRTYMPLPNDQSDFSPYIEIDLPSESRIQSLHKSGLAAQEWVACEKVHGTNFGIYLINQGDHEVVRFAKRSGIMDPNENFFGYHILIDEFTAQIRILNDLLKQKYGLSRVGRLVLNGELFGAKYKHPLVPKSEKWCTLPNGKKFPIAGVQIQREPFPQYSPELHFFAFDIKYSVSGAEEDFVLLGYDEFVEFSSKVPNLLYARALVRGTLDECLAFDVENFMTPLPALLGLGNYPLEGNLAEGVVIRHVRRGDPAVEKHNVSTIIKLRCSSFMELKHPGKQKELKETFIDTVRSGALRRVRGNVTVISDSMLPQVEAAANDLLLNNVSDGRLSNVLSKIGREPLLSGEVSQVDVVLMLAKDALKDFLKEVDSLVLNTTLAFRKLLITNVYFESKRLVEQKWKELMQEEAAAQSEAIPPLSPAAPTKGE
An asterisk follows results filed as active. A portion of the library; rates above refer to the full screens.

SMILES	TbREL1 primary
Nc1nc(Nc2cccc(Cl)c2)nc(NCCO)c1[N+](=O)[O-]	5.5
O=C(CN(C(=O)c1ccccc1Cl)N1C(=O)CCCC1=O)c1ccc(Cl)cc1	1.6
CCN1C(=O)[C@@H]2[C@H](C1=O)[C@@H]1C(=O)Nc3ccccc3C(=O)N1[C@@H]2c1ccc(OC)cc1	1.7
COc1cccc(SCc2noc(C(=O)NCc3ccccc3)c2C(=O)NCc2ccccc2)c1	-0.1
CCOC(=O)Cc1nc(N2CCN(Cc3cccc4c3OCO4)CC2)c2c(C)c(C(=O)OCC)sc2n1	-1.0
Cc1cc(NC(=O)CSc2nc(C(C)C)nc3ccccc23)no1	5.5
NC(=O)c1ccc(Oc2cccc3cccnc23)c([N+](=O)[O-])c1	0.5
CCOC(=O)N[C@@H](CC(C)C)C(=O)N1CCC[C@H]1C(=O)NCc1ccccc1	-2.2
Cc1ccc(C)c(Oc2coc3cc(OC(=O)c4cccs4)ccc3c2=O)c1	2.3
O=C(CSc1nnc(Cc2cc(=O)[nH]c(=O)[nH]2)n1-c1ccc(F)cc1)NC1CCCC1	4.8
COCCn1c(N)c(N(Cc2ccccc2)C(=O)c2cc(=O)[nH]c3ccccc23)c(=O)[nH]c1=O	-0.1
Cc1ccc(CCNC(=O)CN2C(=O)COc3ccc(S(=O)(=O)N4CCCCC4)cc32)cc1	-1.4
COc1ccc(CCNC(=O)CCCn2c(=O)c3cccn3c3cccnc32)c(OC)c1OC	-2.6
COc1cccc(/C=N/n2c(-c3n[nH]c4c3CCC4)n[nH]c2=S)c1O	2.5
CCN1C(=O)[C@H]2[C@@H](c3ccc(-c4ccc(OC)cc4)cc3)N[C@@](C)(C(=O)OC)[C@H]2C1=O	1.6

SMILES	TbREL1 primary
C/C(=N/NC(=O)CNC(=O)c1cccnc1)c1cccc([N+](=O)[O-])c1	1.8
CC(=O)Nc1cc(NC(C)=O)cc(C(=O)NCC2(N3CCOCC3)CCCCC2)c1	-2.1
CCN1CCN(C(=O)CN(c2cc(OC)ccc2OC)S(C)(=O)=O)CC1	-0.3
C[C@H](CO)N1C[C@H](C)[C@@H](CN(C)S(=O)(=O)c2cccs2)Oc2ccc(NC(=O)Cc3ccccc3)cc2C1=O	-2.8
CCN(CC(=O)Nc1c(F)cccc1F)C(=O)c1ccc(COc2ccccc2)cc1	-0.4
Cn1c(=O)c2c(ncn2Cc2ccc(Cl)c(Cl)c2)n(C)c1=O	-0.1
CCCn1c(SCC(=O)c2cc(OC)ccc2OC)nc2c1c(=O)n(C)c(=O)n2C	-0.4
COc1cc(S(=O)(=O)NCC(c2ccco2)N2CCCCC2)ccc1NC(C)=O (configuration not stated)	-1.9
CCC[C@H]1[C@@H](NC(=O)c2ccc(N(C)C)cc2)CC[C@@]23CCCN2C(=O)CCC[C@@H]13	-5.5
Cc1ccnc(NC(=S)N2CC3CN(c4cccc(C(F)(F)F)c4)CC3C2)c1 (configuration not stated)	-3.0
Cc1sc2nc(CSCC(=O)Nc3c(Cl)cccc3Cl)[nH]c(=O)c2c1C	3.6
Cc1c(NC(=O)CSc2nnc(C(C)N(C)C)n2-c2ccccc2)c(=O)n(-c2ccccc2)n1C (configuration not stated)	4.2
Cc1nc(NNC(=O)c2ccccc2)cc(-c2ccccc2)n1	-3.1
Cc1cc(C)c(C)c(OCC(=O)N2CCN(c3ccccn3)CC2)c1	2.8
COC(=O)c1ccccc1NC(=O)CN1C(=O)NC2(CCCCCCC2)C1=O	-1.5

Random excerpt: 2 compounds from above, in no set order.
SMILES	TbREL1 primary
Cn1c(=O)c2c(ncn2Cc2ccc(Cl)c(Cl)c2)n(C)c1=O	-0.1
Cc1c(NC(=O)CSc2nnc(C(C)N(C)C)n2-c2ccccc2)c(=O)n(-c2ccccc2)n1C (configuration not stated)	4.2

(next part)
SMILES	TbREL1 primary
Cc1ccc(-n2nc(C(=O)N3CCOCC3)cc2-c2ccc(Cl)cc2)cc1	-1.0
COCCn1c(SCC(=O)Nc2cccc(C(=O)OC)c2)nc2ccccc2c1=O	4.1
Cc1coc2c1c(C)cc1oc(=O)c(Cc3ccccc3)c(C)c12	2.4
COc1ccc(O)c(CN2CCN(CCc3ccccc3)C(CCO)C2)c1 (configuration not stated)	-3.0
COc1ccc(C(=O)N=C2SC3CS(=O)(=O)CC3N2Cc2ccc(F)cc2)cc1 (configuration not stated)	0.1
CC(=O)Nc1ccc(N/C=C/C(=O)c2ccc(Cl)cc2)cc1	1.6
Cc1cc(C)n(Cc2ccc(Cl)nc2)n1	-2.1
O=c1[nH]sc2ccccc12	-5.1
CN1C(=O)/C(=N/OC(=O)c2ccccc2)c2ccccc21	2.8
NC(=O)c1ccc(NC(=O)COc2ccc(-n3cnnn3)cc2)cc1	1.1
Clc1ccc(OCc2nnc3n2CCCCC3)c(Cl)c1	-2.0
COC(=O)c1sccc1NC(=S)N1CCN(C)CC1	-1.7
COc1nc(N2CCOCC2)nc(-n2cccc2)n1	0.9
CN1CCN(C(CNC(=O)C(=O)NC2CCCC2)c2ccc(F)cc2)CC1 (configuration not stated)	6.3
NC(=O)CC(NC(=O)c1ccccc1)c1ccc(NCCN2CCOCC2)c([N+](=O)[O-])c1 (configuration not stated)	-0.8

SMILES	TbREL1 primary
CC(C)C[C@@H](CSc1ccc(Br)cc1)N1CCN(CC(C)C)CCC1=O	-3.9
CCc1nn2cc(C(=O)c3cc(C)ccc3O)cnc2c1-c1ccc(F)cc1	2.5
NC(=O)CCN(C1CCCCC1)S(=O)(=O)c1cccc2nsnc12	-1.3
CCN1CCN(C(=O)CCN2C(=O)COc3ccc(C)cc32)CC1	-0.7
CCOC(=O)/C=C1\NC(C)(C)Cc2cc(OC)c(OC)cc21	1.3
O=C(COC(=O)CNC(=O)c1ccc(Cl)cc1Cl)NC1CCCCC1	5.1
CC12CC(NC(=O)N1c1cccc(C(=O)N3CCN(c4ccccc4)CC3)c1)c1ccccc1O2 (configuration not stated)	-2.6
COc1ccccc1NC(=O)c1cccc(N2C(=O)C3C4C=CC(C4)C3C2=O)c1 (configuration not stated)	0.8
CCCCOc1ccc(-c2cnc3ccccc3n2)cc1	2.3
c1ccc2nc(-c3ccc(N4CCOCC4)cc3)ccc2c1	0.8
COc1cc(OC)cc(C(=O)N2CCN(C3CCC(C)CC3)CC2)c1 (configuration not stated)	-2.2
CN1CCN(C(=O)CCC(=O)c2ccc(F)cc2)CC1	1.0
O=C(Nc1ccc(C(F)(F)F)cc1)OC1CC2CC1[C@H]1CCCCN1C2 (some centres not stated)	2.2
COCCNC(=O)C1(C)CCCN(Cc2cc(-c3ccccc3)nn2C)C1 (configuration not stated)	3.3
Cc1ccccc1C(=O)NCCCNC(=O)c1ccccc1C	-1.0

SMILES	TbREL1 primary
Cc1ccc(C(C)C)c(OCCOCCN2CCNCC2)c1	1.2
CC(C)n1c(O)c(N=NC(=O)CNC(=O)Cc2ccc(Cl)cc2)c2ccccc21	-4.1
CCCn1c(-c2ccc(OC)cc2)nc2nc3ccccc3nc21	-1.7
O=C1C2C3C=CC(C3)C2C(=O)N1/N=C/c1ccc(-c2ccccc2[N+](=O)[O-])o1 (configuration not stated)	0.6
Cc1cc(NS(=O)(=O)c2ccc(NC(=O)CSc3nc4sc(C)c(C)c4c(=O)n3Cc3ccco3)cc2)nc(C)n1	-1.4
COc1ccc(C)cc1-n1nnnc1SCC1CCCCO1 (configuration not stated)	-2.8
Cc1ccc(NS(=O)(=O)c2cc(C(=O)NCCSC3CCCCC3)ccc2C)cc1	-2.2
Cn1nnnc1SCC(=O)N1c2ccccc2Sc2ccccc21	-4.8
O=C(CC1C(=O)NCCN1Cc1ccc(-c2ccccc2)cc1)NCCCn1cccn1 (configuration not stated)	-3.2
CSc1nc(Cl)cc(N(CCO)CCO)n1	2.6
CC1=C(C(=O)Nc2cc(C(=O)N3CCN(c4ccc(Cl)cc4)CC3)ccc2C)SCCO1	-8.7
COC(=O)[C@]12CCCCC=C1N(Cc1ccco1)C(=O)[C@H](CC(=O)N1CCC(c3ccccc3)CC1)C2	-3.4
COC(=O)c1ccc(N2C(c3cc(OC)cc(OC)c3)=Cc3ccc(-c4cccnc4)cc3C2CC(=O)C2CC2)cc1 (configuration not stated)	0.2
CSc1ccc(C=Nn2c(-c3ccc(F)cc3)n[nH]c2=S)cc1	-3.9
CCNc1nc(NCC)n2c(SCC(=O)c3ccccc3Cl)nnc2n1	-2.2

SMILES	TbREL1 primary
C/C(=N\NC(=O)c1ccccc1F)c1ccccn1	6.9
CC(C)(C)C1CCC(CN2CCC(CN3C(=O)C(=O)NC[C@@H]3Cc3ccccc3)CC2)CC1 (some centres not stated)	-3.2
COc1cccc(CN(C)CC(=O)NC(=O)NCc2ccccc2)c1	-2.6
Nc1ccc(S(=O)(=O)N2CCCC2C(=O)O)cc1 (configuration not stated)	1.4
CCCOc1ccc(-c2nc(N)n[nH]2)cc1	1.2
Cc1ccc(Sc2ccc(C(=O)N3CCOCC3)cc2[N+](=O)[O-])cc1	-1.6
Cc1ccc(S(=O)(=O)N2CCN(CCOc3ccccc3)CC2)cc1	2.8
CCOC(=O)c1c(CN2CCN(C)CC2)oc2ccc(OC)cc12	0.7
CCC(NC(=O)c1ccc([N+](=O)[O-])cc1[N+](=O)[O-])c1ccccc1 (configuration not stated)	-0.1
O=c1nc(/C=C/c2cc([N+](=O)[O-])ccc2Cl)cc(C(F)(F)F)[nH]1	8.2
CCCC(=O)N1CCCC1(C)C(=O)NCCc1ccccn1 (configuration not stated)	6.4
CC(=O)NCCOc1cccc2ccccc12	4.3
Cn1nc(C(=O)NC2CCCC2)c2ccccc2c1=O	6.0
Cc1ccc(C)c(N2CCN(C(=O)CCC(=O)Nc3nnc(CC(C)C)s3)CC2)c1	-0.9
O=C(N/N=C/c1cccc(O)c1)c1ccc(-n2cnnn2)cc1	-1.2

SMILES	TbREL1 primary
Cc1cc(NC(=O)CSc2nc3ccccc3c(=O)n2CCCC(=O)NCc2ccccc2)n[nH]1	0.7
CC(C)n1cc(CN2CCC(C(=O)Nc3cccc(-c4cscn4)c3)CC2)cn1	0.9
CCCC(=O)N(CCc1ccccc1)Cc1nc2ccccc2c(=O)[nH]1	-0.5
CCN(CC(=O)NCc1ccc(F)cc1)C(=O)/C=C/c1ccc(OC)c(S(=O)(=O)NC(C)C)c1	3.7
CCOc1ccccc1NC(=O)c1nnn(-c2ccc3c(c2)OCCO3)c1N	3.3
CC(C)C(OC(=O)c1ccco1)C(=O)NCc1cccs1 (configuration not stated)	0.4
CCOC(=O)C(CC)Sc1nnc2n1C(C)(C)Cc1ccccc1-2 (configuration not stated)	-3.3
COc1ccc(-c2csc(NC(CO)c3nc4ccccc4n3CCOCCO)n2)cc1 (configuration not stated)	-6.5
CC(=O)N(CN1C(=O)C2C3C=CC(C3)C2C1=O)c1cccc(Cl)c1 (configuration not stated)	-2.5
C[C@H](CO)N1C[C@H](C)[C@@H](CN(C)C(=O)Nc2ccc(C(F)(F)F)cc2)Oc2c(NC(=O)Nc3ccc4c(c3)OCO4)cccc2C1=O	-0.8
CCOC(=O)COc1nc(OC)nc(N2CCOCC2)n1	1.4
COc1ccc(C2C=C(C)Nc3nc(SC)nn32)cc1 (configuration not stated)	-3.5
COc1cc(C(C)=O)ccc1OCC(O)CN1CCN(c2ccc(C)cc2C)CC1 (configuration not stated)	1.4
Cc1ccc(S(=O)(=O)n2[nH]c(=O)cc2N)cc1	2.5
CN(C)C1(CNC(=O)CC(NC(=O)c2ccccc2Cl)c2ccccc2)CCCCC1 (configuration not stated)	-0.4

Rewritten as labelled records: part of the list above.
COc1ccc(C2C=C(C)Nc3nc(SC)nn32)cc1 (configuration not stated)
  TbREL1 primary = -3.5
COc1cc(C(C)=O)ccc1OCC(O)CN1CCN(c2ccc(C)cc2C)CC1 (configuration not stated)
  TbREL1 primary = 1.4

Other records follow:
SMILES	TbREL1 primary
CC1CCN(C(=O)Cn2nnc(-c3cccs3)n2)CC1	-5.1
COc1cc(/C=C(\NC(=O)c2ccccc2)C(=O)NCC(=O)O)c([N+](=O)[O-])cc1OC	-0.9
O=C(NCc1ccc2c(c1)OCO2)C1CCC(CNc2c(N3CCCC3)c(=O)c2=O)CC1 (configuration not stated)	2.9
COc1ccc(NC(=O)CCC(=O)c2ccc(Cl)cc2)cn1	-2.3
C=CCC(NCc1ccccc1)c1ccccc1 (configuration not stated)	0.2
CCOC(=O)C1CCN(S(=O)(=O)c2ccc3c(c2)CCCN3C(C)=O)CC1	4.7
Oc1ccc(Br)cc1-c1cc(-c2ccccc2)n[nH]1	0.6
CCC(=O)NCc1c(Cl)cccc1-n1cccc1	-2.0
Cc1ccc(NC(=O)N(CCCN2CCOCC2)Cc2cccs2)cc1C	-4.5
O=C(COc1ccc(Cl)cc1)N1CCN(C(=O)c2cccc(F)c2)CC1	-2.5
C/C(=N\NC(=O)c1c(C)nc2ccccn12)c1ccc(C(C)(C)C)cc1	-2.6
O=C(NCC1CCCO1)C1CCC(=O)N1CCc1ccccc1 (configuration not stated)	0.6
COC(=O)c1cc(S(=O)(=O)N2CCOCC2)c(Cl)cc1N1CCOCC1	-2.3
CCCNC(=O)c1ccc(N2CCC3(CC2)CC(c2ccccc2)=NO3)c(N)c1	-5.5
CCOc1ccc(CCNC(=O)COC(=O)c2nccnc2N)cc1OCC	-2.5

SMILES	TbREL1 primary
CCOC(=O)[C@]12CCC=C1N(Cc1ccco1)C(=O)[C@H](CC(=O)N1CCSCC1)C2	4.3
COC(=O)c1ccc(Cn2c(C)c(C(=O)NCc3cccc([N+](=O)[O-])c3)sc2=O)o1	4.6
O=C(NC(=O)c1ccc(Cl)cc1)Nc1cc(N2CCCCC2)ncn1	2.6
COc1ccc(NC(=O)CSc2nnc(Cn3cnc([N+](=O)[O-])n3)n2C)cc1	2.4
CC(=O)N(Cc1cc2c(C)cc(C)cc2[nH]c1=O)C1CCCCC1	2.4
COc1ccccc1NC(=O)CSc1n[nH]c(-c2cccnc2)n1	-1.1
Cc1ccc(O)c(NC(=O)c2ccco2)c1	-1.5
